FBA Mtb inh: inhibitors of M. tuberculosis fructose-bisphosphate aldolase | P9WQA3 | purified M. tuberculosis FBA, fluorescence read-out | inhibition, % at 1 µM | actives 2.3% (n = 360,000); in the data active = inhibition above about 27%;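 also: 0% = vehicle and 100% = reference inhibitor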
Target sequence (P9WQA3 whole entry, looked up): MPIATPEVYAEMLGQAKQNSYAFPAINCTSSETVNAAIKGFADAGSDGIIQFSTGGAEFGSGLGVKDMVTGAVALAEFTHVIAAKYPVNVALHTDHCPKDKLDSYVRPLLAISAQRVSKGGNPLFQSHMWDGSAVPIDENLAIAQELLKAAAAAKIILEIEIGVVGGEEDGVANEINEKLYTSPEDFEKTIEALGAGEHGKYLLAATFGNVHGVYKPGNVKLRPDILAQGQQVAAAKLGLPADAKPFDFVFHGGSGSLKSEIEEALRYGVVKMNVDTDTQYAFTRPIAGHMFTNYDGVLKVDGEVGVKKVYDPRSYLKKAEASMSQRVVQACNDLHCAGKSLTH
Mtb BioA inh: inhibitors of Mycobacterium tuberculosis BioA enzyme. purified M. tuberculosis BioA enzyme, plate reader. inhibition, % at 9.99 µM. actives 0.096% (n = 360,000); in the data active = inhibition above about 40%; inconclusive = no clear call, values can overlap the other calls
PrPC TRFRET: cell surface PrPC inhibition, primary TR-FRET screen; P04156; TR-FRET read-out; inhibition, % at 13.8 µM; actives 0.43% (n = 370,000); AID 720596; in the data active = inhibition above about 24%; also: 0% = median of the test wells and 100% = reference compound wells
FadD28 FP inh: blocks FadD28 binding to the bisubstrate probe | AID 588549 | inhibition, % at 12.5 µM | fluorescence polarization | actives 0.22% (n = 360,000); in the data active = inhibition above about 8.5%, passing the limit was not always enough; inconclusive = no clear call, values can overlap the other calls
Mtb UGM inh: inhibitors of M. tuberculosis UDP-galactopyranose mutase; inhibition, % at 10 µM; actives 0.06% (n = 320,000); purified UGM, fluorescence polarization probe displacement; P9WIQ1; in the data active = inhibition above about 10%, passing the limit was not always enough; inconclusive = no clear call, values can overlap the other calls
Target sequence (P9WIQ1 whole entry, looked up): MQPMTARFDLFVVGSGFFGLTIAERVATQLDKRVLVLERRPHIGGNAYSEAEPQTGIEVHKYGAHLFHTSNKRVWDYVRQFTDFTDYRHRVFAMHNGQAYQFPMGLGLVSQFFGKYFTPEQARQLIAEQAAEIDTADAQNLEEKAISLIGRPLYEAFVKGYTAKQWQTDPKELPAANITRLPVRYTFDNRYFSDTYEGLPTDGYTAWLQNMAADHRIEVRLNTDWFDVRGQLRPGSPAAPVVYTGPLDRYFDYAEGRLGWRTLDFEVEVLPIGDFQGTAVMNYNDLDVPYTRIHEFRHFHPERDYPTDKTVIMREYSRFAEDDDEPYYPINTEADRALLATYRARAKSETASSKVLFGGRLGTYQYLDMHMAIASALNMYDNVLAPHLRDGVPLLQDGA
BoNT-F LC inh: blocks Botulinum neurotoxin F light chain protease; Multiplex microsphere protease cleavage assay, flow cytometry; inhibition, % at 10 µM; actives 0.22% (n = 360,000); in the data active = inhibition above about 35%, passing the limit was not always enough; inconclusive = no clear call, values can overlap the other calls; also: plate controls were buffer without enzyme for full effect and enzyme alone for no effect
BoNT A protease: blocks Botulinum neurotoxin A light chain protease | multiplex microsphere protease substrate cleavage, flow cytometry | inhibition, % at 10 µM | actives 0.17% (n = 360,000) | AID 588499; in the data active = inhibition above about 30%; inconclusive = no clear call, values can overlap the other calls; also: plate controls were buffer without enzyme for full effect and enzyme alone for no effect
CCHFV vOTU inh: CCHFV vOTU protease inhibition; actives 0.55% (n = 370,000); inhibition, % at 11.5 µM; AID 651958; Pep-AMC fluorescence; also: 0% = vehicle wells with enzyme and 100% = no enzyme wells
GDH-TPI inh: GDH-TPI coupled enzyme inhibition counter-screen; inhibition, % at 4.8 µM; actives 1.2% (n = 360,000); GDH-TPI coupled enzyme counterscreen, NADH absorbance;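 also: 0% = DMSO wells and 100% = wells lacking the enzyme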
* hit, by the source's call; ? = inconclusive; . = no result given. Rule as the data show it, unless noted: active = inhibition above about 30%; inactive = the rest.

SMILES | FBA Mtb inh | Mtb BioA inh | PrPC TRFRET | FadD28 FP inh | Mtb UGM inh | BoNT-F LC inh | BoNT A protease | CCHFV vOTU inh | GDH-TPI inh
CCOc1cc(C(=O)NC(C)CCc2ccccc2)cc(OCC)c1OCC (configuration not stated) | 2 | 0.6 | 9 | 0.9 | 1.9 | -5 | -1.3 | 14 | 7
CCOC(=O)[C@]12CCC=C1N(Cc1ccc(Cl)cc1Cl)C(=O)[C@H](CC(=O)NCc1cccc(C(F)(F)F)c1)C2 | . | . | 6 | . | . | -2 | -0.3 | 26 | .
Cc1c(CCC(=O)O)c(=O)oc2cc3occ(-c4ccc(Br)cc4)c3cc12 | 5 | 2.1 | -4 | -15 | 1.8 | ? | -3.5 | -12 | 9
CC(C)C1(C)N=C(c2nc3ccccc3cc2C(=O)O)NC1=O (configuration not stated) | 1 | 0.3 | 4 | -1.2 | -2.9 | -7 | 0.1 | 8 | 8
Cc1ccc(C(=O)C(O)C(c2ccc(C)cc2)N2CCCCC2)cc1 (configuration not stated) | -1 | . | 10 | 1.3 | 1.7 | 0 | -0.6 | 25 | 6
Clc1ccc(Nc2nc3cccnc3s2)cc1 | -2 | . | 12 | -2.6 | 1.0 | -7 | -0.8 | 13 | 2
CCN(CC(=O)Nc1ccccc1C(F)(F)F)C(=O)CSCC(=O)Nc1cc(C)on1 | 3 | . | -7 | -1.2 | 1.6 | -2 | -4.7 | 1 | 0
Cc1cc(CNC(=O)C2CCC(=O)N(CCc3ccc(Cl)cc3)C2)no1 (configuration not stated) | 0 | -1.3 | 4 | -3.8 | -1.1 | -2 | -0.3 | 3 | -1
O=C(CSc1nnc(-c2ccco2)n1Cc1ccco1)NCc1ccccc1 | 3 | 1.6 | -5 | -0.8 | -0.7 | 7 | 0.2 | 2 | 10
COc1ccc2c(c1)C(C)=CC(C)(C)N2C(=O)Nc1ccccc1 | 12 | 0.3 | -10 | -2.0 | 1.9 | -10 | -0.3 | 51* | 0
Cc1cc([N+](=O)[O-])c(NC2CCCCC2)c([N+](=O)[O-])c1 | 0 | -0.7 | 0 | -2.4 | 1.2 | -2 | 0.4 | -5 | 1
CCCCn1c(N)c(N(CCOC)C(=O)c2cc(-c3ccco3)nc3ccccc23)c(=O)[nH]c1=O | 8 | -0.9 | -2 | 0.4 | 0.7 | -7 | 1.3 | 3 | 10
CCOC(=O)Cc1csc(NS(=O)(=O)c2ccc3ccccc3c2)n1 | -2 | -0.5 | -3 | -2.4 | 2.9 | 11 | 1.3 | 5 | -4
O=C(Nc1cccc2c1C(=O)NC2=O)c1ccc(S(=O)(=O)N2CCCC2)cc1 | 5 | -0.5 | -9 | -4.6 | 3.1 | 17 | 1.4 | -16 | 6
CCOc1ccc(Nc2nnc(SCc3nc4ccccc4c(=O)[nH]3)s2)cc1 | -1 | . | 5 | -1.8 | 0.2 | -2 | -1.4 | 3 | 10
COCCn1c(C)cc(C(=O)COC(=O)c2cncc(Br)c2)c1C | 1 | -0.8 | -4 | -3.5 | -1.9 | 0 | 0.6 | 11 | -6
O=C(CC1(C(F)(F)F)OCCO1)Nc1ccc2c(c1)OCO2 | 0 | -0.2 | 2 | -1.5 | 0.1 | -3 | 2.4 | -1 | 3
O=C(Nc1nncs1)c1ccc2c(c1)OCO2 | 3 | -4.0 | 5 | -4.5 | 2.4 | 2 | 0.3 | 19 | 1
Cc1ccc(S(=O)(=O)NCC(=O)NCC(=O)OC(C(=O)NC(N)=O)C(C)C)cc1C (configuration not stated) | -3 | -0.6 | -5 | -2.0 | -0.1 | 0 | -0.2 | -11 | -13
Cn1c(=O)[nH]c(=O)c2c1ncn2CCN1CCOCC1 | 2 | -0.1 | 3 | -0.8 | -2.0 | -7 | -0.1 | 16 | 6
CCCc1nnc(-c2cc(OC)c(OC)c(OC)c2)o1 | 1 | . | -3 | -3.4 | -2.6 | 1 | 0.0 | -13 | -4
O=C(O)/C(=C\c1ccc(Br)cc1)c1ccc(S(=O)(=O)N2CCCCC2)s1 | 0 | . | 3 | -2.7 | 0.5 | -2 | -0.7 | 8 | 2
COc1c(F)c(F)c(C(=O)Nc2ccc(NC(=O)Cc3ccccc3)cc2)c(F)c1F | 1 | . | -7 | -2.5 | 2.0 | -4 | -0.9 | 13 | 5
Cc1oc(-c2ccc(Cl)cc2)nc1CN1CCC(C(=O)NCc2cccs2)CC1 | -2 | -2.1 | -4 | -3.2 | 0.5 | -4 | 1.4 | 1 | -1
Cc1occc1C(=O)NNC(=O)C1CCCC1 | 0 | -2.7 | 7 | 0.2 | 3.0 | -1 | 0.0 | -9 | -4
Cc1ccc(-c2ccc(S(=O)(=O)NCC3CCCO3)cc2)cc1 (configuration not stated) | -5 | . | 5 | -2.9 | -0.7 | 3 | -0.7 | -3 | -4
Cc1[nH]c2ccccc2c1C(=O)C(=O)NCc1nnnn1-c1cccc(F)c1 | 7 | -3.9 | 2 | -0.1 | . | 6 | -0.2 | -8 | 16
Cc1ccccc1C(=O)Nc1ccccc1C(=O)NCc1ccccc1 | 1 | 0.1 | 2 | -1.4 | -0.1 | -2 | -0.4 | -1 | 10
CCn1cc(C(=O)N2CCN(c3ccccn3)CC2)c(=O)c2cc(S(=O)(=O)N(C)C3CCCCC3)ccc21 | 6 | . | 1 | -0.7 | -3.8 | -4 | -1.0 | 14 | 14
S=c1nc[nH]c2c1ncn2-c1ccc(Cl)cc1 | -2 | -0.6 | -4 | -0.7 | . | 3 | 0.0 | 7 | 6
COCCN(CC(=O)NC1CCCCC1)C(=O)c1csnn1 | -3 | -1.4 | -3 | -1.8 | 1.3 | -3 | 0.2 | -11 | -9
Cn1nnc2cc(NC(=O)Nc3cccc(C(F)(F)F)c3)ccc21 | 1 | -3.3 | -7 | -3.7 | 0.2 | -7 | 0.0 | -13 | -3
O=C(Nc1ccc(Cl)cc1)N1CCOC12CCCCC2 | 0 | . | 1 | -4.5 | 1.0 | -4 | 0.1 | -12 | 7
O=C(NNS(=O)(=O)c1ccc(C(=O)NC2CCCC2)cc1)c1ccncc1 | 0 | 2.1 | 4 | 0.4 | -1.5 | -7 | -0.8 | 1 | 8
O=C(CN1C(=O)NC2(CCCCC2)C1=O)Nc1ccc(N2CCOCC2)cc1 | -3 | . | -1 | -0.7 | -0.8 | -3 | -0.2 | -1 | 5
Cc1ccccc1-n1c(=O)cc(N2CCc3ccccc32)[nH]c1=O | 8 | -1.1 | -14 | 1.3 | 0.7 | -22 | -0.8 | 0 | 9
CC(=O)Nc1cccc(C(=O)N/N=C/c2ccc(C)o2)c1 | 3 | . | 8 | 0.2 | -1.9 | -5 | 0.5 | 0 | 6
CCCNC(=O)C1(C)CCCN(Cc2ccc(C(F)(F)F)cc2)C1 (configuration not stated) | 0 | 2.3 | 1 | -2.6 | . | -2 | -0.1 | 10 | 15
Cc1cccc(NC2CCCCC2NS(=O)(=O)c2ccccc2)c1 (configuration not stated) | -5 | -0.2 | 14 | -0.5 | . | 6 | 0.8 | 12 | -2
Clc1ccccc1OCCCCN1CCNCC1 | 0 | 5.2 | 4 | -2.7 | 0.8 | ? | 0.6 | 3 | 1
NC(=O)c1ccc(SCC(=O)NC2CCCCC2)c([N+](=O)[O-])c1 | -4 | . | -29 | -1.1 | 0.6 | -2 | 0.3 | 6 | 16
CCN(CC)CCNC(=O)c1ccc(NC(=O)Cc2ccsc2)cc1 | 4 | -0.9 | 1 | 0.3 | 1.8 | 0 | -0.1 | 9 | -1
COc1ccc(-c2ccc(CN3C(C)C(=O)N(Cc4cn(CCC5OCCO5)nn4)CCS3(=O)=O)cc2)cn1 (configuration not stated) | 2 | 2.1 | -4 | -2.2 | . | -1 | 0.0 | -9 | 1
C=CCN(CC=C)Cc1nc(N)nc(Nc2ccccc2C)n1 | -1 | 0.1 | -6 | -0.4 | -0.7 | 4 | -0.6 | -9 | -5
Cc1ccc(S(=O)(=O)N2CCC(C(=O)OC(C)C(=O)N3CCOCC3)CC2)cc1 (configuration not stated) | -2 | -1.2 | 3 | -2.0 | -0.2 | . | . | -3 | 4
O=C(N=C1SC2CS(=O)(=O)CC2N1c1ccccc1Cl)C1CCCO1 (configuration not stated) | 0 | -1.1 | -3 | 0.0 | -0.4 | -4 | -0.7 | 14 | -2
CC(=O)NC(=S)Nc1ccc(N2CCOCC2)c(S(=O)(=O)Nc2cc(Cl)ccc2Cl)c1 | -1 | . | 10 | -1.8 | 1.3 | -4 | -0.4 | 14 | 1
CCN(Cc1ccccc1)C(=O)CCc1nc(CN2CCN(C(=O)c3ccc([N+](=O)[O-])cc3)CC2)no1 | 0 | -0.5 | -18 | -0.7 | 1.1 | -7 | -1.8 | 9 | 0
COc1nc(OCCNC(=O)Nc2ccccc2)nc(N(C)C)n1 | 1 | 1.4 | -1 | -1.5 | 1.1 | -11 | -0.4 | 16 | 3
O=C(CN1CCN(Cc2ccccc2Cl)C1=O)NCCCN1CCOCC1 | -8 | -2.5 | 0 | 0.6 | 0.0 | 7 | 0.1 | -6 | 15

In another format: entries from further up
| canonical_smiles | FBA Mtb inh | Mtb BioA inh | PrPC TRFRET | FadD28 FP inh | Mtb UGM inh | BoNT-F LC inh | BoNT A protease | CCHFV vOTU inh | GDH-TPI inh |
| --- | --- | --- | --- | --- | --- | --- | --- | --- | --- |
| CCCNC(=O)C1(C)CCCN(Cc2ccc(C(F)(F)F)cc2)C1 (configuration not stated) | 0 | 2.3 | 1 | -2.6 | . | -2 | -0.1 | 10 | 15 |
| Cc1cccc(NC2CCCCC2NS(=O)(=O)c2ccccc2)c1 (configuration not stated) | -5 | -0.2 | 14 | -0.5 | . | 6 | 0.8 | 12 | -2 |
| Clc1ccccc1OCCCCN1CCNCC1 | 0 | 5.2 | 4 | -2.7 | 0.8 | ? | 0.6 | 3 | 1 |
| NC(=O)c1ccc(SCC(=O)NC2CCCCC2)c([N+](=O)[O-])c1 | -4 | . | -29 | -1.1 | 0.6 | -2 | 0.3 | 6 | 16 |
| CCN(CC)CCNC(=O)c1ccc(NC(=O)Cc2ccsc2)cc1 | 4 | -0.9 | 1 | 0.3 | 1.8 | 0 | -0.1 | 9 | -1 |
| COc1ccc(-c2ccc(CN3C(C)C(=O)N(Cc4cn(CCC5OCCO5)nn4)CCS3(=O)=O)cc2)cn1 (configuration not stated) | 2 | 2.1 | -4 | -2.2 | . | -1 | 0.0 | -9 | 1 |
| C=CCN(CC=C)Cc1nc(N)nc(Nc2ccccc2C)n1 | -1 | 0.1 | -6 | -0.4 | -0.7 | 4 | -0.6 | -9 | -5 |
| Cc1ccc(S(=O)(=O)N2CCC(C(=O)OC(C)C(=O)N3CCOCC3)CC2)cc1 (configuration not stated) | -2 | -1.2 | 3 | -2.0 | -0.2 | . | . | -3 | 4 |
| O=C(N=C1SC2CS(=O)(=O)CC2N1c1ccccc1Cl)C1CCCO1 (configuration not stated) | 0 | -1.1 | -3 | 0.0 | -0.4 | -4 | -0.7 | 14 | -2 |
| CC(=O)NC(=S)Nc1ccc(N2CCOCC2)c(S(=O)(=O)Nc2cc(Cl)ccc2Cl)c1 | -1 | . | 10 | -1.8 | 1.3 | -4 | -0.4 | 14 | 1 |

New compounds follow.
SMILES | FBA Mtb inh | Mtb BioA inh | PrPC TRFRET | FadD28 FP inh | Mtb UGM inh | BoNT-F LC inh | BoNT A protease | CCHFV vOTU inh | GDH-TPI inh
O=C1NC(=O)N(c2ccc(F)cc2)C(=O)/C1=C/c1ccc2c(c1)CCCN2Cc1ccccc1 | 2 | . | -2 | 0.7 | . | 7 | 1.7 | 8 | 21
CCCN1CCCc2cc(CN)ccc21 | 7 | 0.0 | -2 | 1.6 | 2.7 | -71 | 2.7 | 100* | 16
CCCCn1c(N)c(N(CCOC)C(=O)CSc2nnc(-c3ccco3)n2CC)c(=O)[nH]c1=O | 0 | -3.0 | -1 | -2.2 | 1.7 | -4 | -1.2 | -6 | 16
CC(O)[C@@H](NC(=O)C1CCC(CNC(=O)[C@H](Cc2ccccc2)NC(=O)OC(C)(C)C)CC1)C(=O)O (some centres not stated) | -2 | 0.2 | 5 | . | 0.3 | -24 | -4.7 | -2 | -9
CCCN(CCC)Cc1cc(=O)oc2ccc3ccccc3c12 | 5 | -0.4 | 6 | -2.2 | . | -2 | 1.7 | -1 | .
COc1ccc(NC(=O)C2CCCO2)cc1 (configuration not stated) | -2 | -2.3 | 1 | -0.4 | -2.7 | -7 | 1.2 | -8 | -5

Screens (PubChem BioAssay)
